PriA SSB inh: inhibitors of Klebsiella pneumoniae PriA binding to SSB C-terminal tail | AlphaScreen SSBct-PriA binding, biotinylated peptide | hit rate 0.6% among 430,000 | inhibition, % at 33 µM; in the data active = inhibition mostly above about 37%, no sharp cut-off; inactive = mostly below about 20%;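 note: plate controls were negative control peptide for no effect and reference peptide for full effect; strong numbers were not always called active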
Starred values were filed as active, the others as inactive; & = joins results of further samples.

SMILES	PriA SSB inh
COC1(CNC(=O)c2cnoc2C)Cc2ccccc2C1	-8
CC(CC(=O)Nc1ccc(C)cc1C)=NNC(=O)C(C)C	2
O=C(NCCc1csc2nc(-c3ccccc3F)nn12)c1ccccc1Cl	-2
Cc1nc(SCc2ccccc2F)[nH]c(=O)c1CC(=O)NCc1ccccc1Cl	-1
Cc1cnc2c(c1)CCCN2	-18
COc1ccc(Nc2c(C#N)cnc3ccccc23)cc1Cl	-3
O=C(NCc1ccccn1)C(=O)NN=Cc1ccccc1O	16
COCCN1CCC(NC(=O)c2snnc2C)CC1	-10
COCCn1c(C(=O)N[C@H]2CCN(c3nccs3)C2)cc2c(=O)n3ccccc3nc21	-11
C=C1C(=O)O[C@@H]2[C@H]1[C@@H](OC(=O)/C(C)=C/C)C/C(C)=C\C(=O)/C=C(/C)[C@@H]2O	1
O=C(Nc1nc2cc3c(cc2s1)OCO3)c1ccccc1[N+](=O)[O-]	27
CC(C)Sc1ccc(CC(=O)NC[C@H]2CCCN2c2ccccc2)cc1	10
Cc1ccc(-c2ccc(C=NNC(=O)CN3CCCC3)o2)cc1Cl	20
Cc1ccc(-c2nn(-c3ccccc3)cc2C=Nn2c(-c3ccncc3)n[nH]c2=S)cc1	-4
COc1ccc(C=NNc2ccccc2C(=O)O)cc1	21

In the list so far, these contain an NH in an aromatic ring:
SMILES	PriA SSB inh
Cc1nc(SCc2ccccc2F)[nH]c(=O)c1CC(=O)NCc1ccccc1Cl	-1
Cc1ccc(-c2nn(-c3ccccc3)cc2C=Nn2c(-c3ccncc3)n[nH]c2=S)cc1	-4

The listing picks up with the 3 entries that preceded the break.
SMILES	PriA SSB inh
Cc1ccc(-c2ccc(C=NNC(=O)CN3CCCC3)o2)cc1Cl	20
Cc1ccc(-c2nn(-c3ccccc3)cc2C=Nn2c(-c3ccncc3)n[nH]c2=S)cc1	-4
COc1ccc(C=NNc2ccccc2C(=O)O)cc1	21
Cn1cccc1C(CNC(=O)C(=O)Nc1ccc(F)c(Cl)c1)N1CCOCC1 (stereo unspecified)	2
COc1cccc(C(=O)N2CCN(C[C@H](O)c3cccs3)CC2)c1	2
CCCc1ccc(S(=O)(=O)NCC2CCN(C(C)C)CC2)cc1	-23
CC(C)(C)NC(=O)N1CCC(CNS(=O)(=O)Cc2cc(F)ccc2F)CC1	-7
Cc1ccc(NC(=O)OCc2ccccc2)cc1N1CCCC1=O	-3
COc1ccc(Br)c(C(=O)NCCn2cnc3ccsc3c2=O)c1	2
CC(C)(C)c1ccc(OCC(=O)NCc2ccsc2)cc1	-18
C=C(C)Cn1c(CCCO)nc2ccccc21	-2
CN(C)c1cccc(C(=O)NCCC(O)c2ccco2)c1 (stereo unspecified)	-5
CCCn1c(C(=O)NCCCc2cnc3cc(C)nn3c2)cc2c(=O)n3ccccc3nc21	1
CC(=O)c1ccc(C(=O)Nc2nc3c(s2)CSc2ccccc2-3)cc1	-5&0
CN(C)S(=O)(=O)c1ccc(C(=O)NCCOc2ccc3nnc(-c4ccccc4)n3n2)cc1	-16
CS(=O)(=O)c1ccc2nc(NC(=O)Cc3csc(NC(=O)c4ccc5c(c4)OCO5)n3)sc2c1	-12
COc1cccc(NC(=O)NCc2nn(C)c3c2CCCC3)c1OC	5
Cn1cccc(C(=O)N2CCC[C@@]3(C2)OC(=O)c2ccccc23)c1=O	-21

Exported field by field: 2 of the compounds above
COc1ccc(Br)c(C(=O)NCCn2cnc3ccsc3c2=O)c1
  PriA SSB inh: 2

CC(C)(C)c1ccc(OCC(=O)NCc2ccsc2)cc1
  PriA SSB inh: -18

Following part
SMILES	PriA SSB inh
Cc1cc(C(=O)NCCn2cnc3ccsc3c2=O)c(C)o1	-11
Cc1nn(C2CCS(=O)(=O)C2)c2nc(-c3ccc(F)cc3)cc(C(=O)NCc3ccccn3)c12 (stereo unspecified)	14
NC(=O)Cn1c(CO)cnc1SCc1cccc(F)c1	-3
O=C(c1ccc(Br)o1)N1CC(S(=O)(=O)Cc2ccco2)C1	2
COc1ccc(S(=O)(=O)Nc2ccccc2C(=O)O)cc1C	-8
O=C(c1cn(-c2cc(N3CCCCC3)ncn2)cn1)N1CCN(c2ccccn2)CC1	-4
CCOC(=O)C(=NNc1ncnc2ccccc12)c1ccc(OC)cc1	-4
CO[C@@](C)(CNC(=O)CCc1c(C)noc1C)c1ccccc1F	4
Clc1ccc(-n2ncc3c(Cl)ncnc32)cc1	-4
CCOC(=O)C(=NNc1ccccc1)Sc1nnc(CCc2ccccc2)n1-c1ccccc1	8
O=C(NN=Cc1cccnc1)c1ccc(O)cc1	-16
O=C(Nc1cnc2ccnn2c1)c1ccccc1OC(F)(F)F	-24
Nc1ccnc(C(F)(F)F)n1	-1&2
O=C(COc1ccc(Cl)cc1Cl)N(CC(F)(F)F)C1CCOCC1	11
Cc1cc(NC(=O)COc2ccc(Cl)cc2Cl)nc2c1c(=O)oc1ccccc12	-6
O=C(NN=Cc1ccc[nH]1)c1ccc(COc2cccc3cccnc23)cc1	4
Cn1nc(CNS(=O)(=O)c2ccc(Cl)s2)cc1C1CC1	-4
COc1ccccc1-c1nnc(NC(=O)c2nc3ccccc3s2)o1	-5
CCOC(=O)c1ccc(NC(=O)CN2C(=O)c3cccc4cccc(c34)C2=O)cc1	-13
CCOc1ccccc1-n1nnnc1SCC(=O)Nc1ccccc1C(=O)O	0
CC(=O)n1cc(C=NNC(=O)c2ccccc2Cl)c2ccccc21	3
O=C(NCCCn1ccnc1)C(=O)Nc1ccccc1F	-7&1
O=C(CCn1cnc2ccccc2c1=O)N1CCC(COc2nc3ccccc3s2)CC1	-14
S=c1[nH]ncn1N=Cc1ccc(Br)cc1	0
COc1cccc(-c2cc(CC(=O)NCCCn3ccnc3)no2)c1	14
O=C(C1CCc2nc[nH]c2C1)N1CCCC(O)C1 (stereo unspecified)	-11
CN(CC1Cc2ccccc2CO1)C(=O)C1CCC(=O)N1 (stereo unspecified)	-2
CCc1c(C)nc2n(c1=O)CC(C(=O)NCCCn1ccnc1)CS2 (stereo unspecified)	7
CS(=O)(=O)Nc1cccc(N)c1	-9
O=C(Cc1cc(=O)[nH]c(SCc2ccccc2F)n1)NCCCc1ccccc1	4
CCCN(CCC)S(=O)(=O)c1ccc(C(=O)Nc2ccc3sc(SC)nc3c2)cc1	-6
COc1cc(C(=O)NCCc2ccc(F)cc2)ncn1	-41
COc1ccc(C(N)=NO)cc1O	-4
CCOc1ccc(C(=O)N2CCN(c3nc4ccc(Br)cc4s3)CC2)cc1	-12&5
O=C(COc1ccc(Oc2ccccc2)cc1)Nc1cccc(C(F)(F)F)c1	-85
COc1ccc(Cl)cc1C(=O)NCc1nnnn1-c1ccc(C)c(C)c1	5
O=C(Nc1ccccc1)OC1CCCC(NS(=O)(=O)Cc2ccccc2)C1 (stereo unspecified)	0
O=C(COc1ccc(Cl)cc1Cl)Nc1nc2c(s1)CN(Cc1ccccc1)CC2	-8
NC(=O)c1nc(-c2cccc(O)c2)nc2c1[nH]c(=O)n2-c1ccc(Cl)c(Cl)c1	6
O=C(c1cc(-c2cccc(F)c2)n[nH]1)N1CC(=O)N(CCc2ccccc2)C(=O)C1	0
Cc1ccc(-c2noc(Cn3cnc4c(nnn4Cc4cccc(C)c4)c3=O)n2)cc1	-27
O=C(O)CSc1nnc(-c2cccs2)o1	-19
O=C(Nc1ccccc1C(=O)NN=Cc1ccco1)c1ccccc1	6
CCCCOc1ccccc1N1C(=O)CC(N2CCN(C)CC2)C1=O (stereo unspecified)	2
NS(=O)(=O)c1ccc(NC(=O)CCCn2nc(-c3ccc(F)cc3)ccc2=O)cc1	-10
O=C(CCc1n[nH]c(=O)[nH]c1=O)NN=Cc1ccc(Br)o1	-3
COc1ccc(NC(=O)c2ccc(=O)n(CC(=O)NCc3ccccc3Cl)n2)cc1	0
Cn1nccc1C(=O)N1CCN(c2nc3c(F)cccc3s2)CC1	-14
CCOc1cc(C=NNC(=O)CN2CCOCC2)ccc1OCc1ccc(Cl)cc1	-2
Cc1nnc(NC(=O)CSc2ncnc3c2oc2ccccc23)s1	-1
O=S(=O)(NCC(c1ccco1)S(=O)(=O)c1cccs1)c1ccc2c(c1)OCCO2 (stereo unspecified)	9
CSc1ccccc1NC(=O)CCc1csc(NS(=O)(=O)c2ccc(C)cc2)n1	1
CCn1ccnc1N1CCN(C(=O)c2ccc(C(C)(C)C)cc2)CC1	6
Cc1ccnc(OCC(=O)NCc2cccnc2)n1	-5
COC(=O)N1CCc2ccccc2C1C(=O)Nc1ccc(S(=O)(=O)Nc2cc(C)nc(C)n2)cc1 (stereo unspecified)	22
Cc1cccc(OC2CCN(C(=O)c3ccc(S(=O)(=O)N4CCOCC4)cc3)CC2)n1	-8
O=C(NCc1ccccc1)N1CCN(c2ccc(-c3ccco3)nn2)CC1	-3
CCCC(O)=NS(=O)(=O)c1ccc(N=NN(C)C)cc1	5
Cn1nc2c(c1NC(=O)c1ccc(S(C)(=O)=O)cc1)CCC2	-9
Cc1c(Cl)cccc1NC(=O)CSC1=C(C#N)[C@H](c2ccc(OCc3ccccc3)cc2)CC(=O)N1	-10
(listing goes on)
SMILES	PriA SSB inh
Cc1[nH]c2c(CN3C(=O)c4ccccc4C3=O)cc(F)cc2c1C	-10
COc1cc(OC)c(NC(=O)NCc2ccnc(N3CCOCC3)n2)cc1Cl	1
COc1ccccc1NC(=O)C(=O)NCC(C)C	-10
NC(=O)c1ccccc1OCC#CCNC(=O)CCS(=O)(=O)c1ccccc1	-5
CCOC(=O)N1CCN(c2nc3c(c(=O)[nH]c(=O)n3C)n2CCCSc2nc3ccccc3o2)CC1	-10
N#CCS(=O)(=O)c1cn(CC(=O)N2CCCC2)c2ccccc12	-17&-5
NNC(=S)Nc1cccc(O)c1	8
CCOC(=O)CCC(=O)N1CCC(c2nnc(-c3ccc(F)cc3)o2)CC1	-4
Cc1cc(C)n(-c2ccc(=O)n(CCNC(=O)c3ccc4nsnc4c3)n2)n1	-6
c1ccc2c(c1)ncn2CC1CCCCC1	-7
N#Cc1nccnc1OC1CCC(NC(=O)c2nccc3ccccc23)CC1 (stereo unspecified)	-2
Cc1nn(C)c(C)c1S(=O)(=O)N1CCCC(Cc2nc(-c3cnccn3)no2)C1 (stereo unspecified)	-10
COc1ccc(C(=O)NN=C(c2ccccc2)c2ccccn2)cc1	-8
O=S(=O)(NCC[C@H](O)C1CCOCC1)c1cccc2nsnc12	-11
Cc1ccc(S(=O)(=O)N2CCCCC2C(=O)Nc2nc(-c3ccccn3)cs2)cc1 (stereo unspecified)	65*

Single entries from the results shown.
For PriA SSB inh, CCCC(O)=NS(=O)(=O)c1ccc(N=NN(C)C)cc1 is entered as 5
For PriA SSB inh, CN(C)S(=O)(=O)c1ccc(C(=O)NCCOc2ccc3nnc(-c4ccccc4)n3n2)cc1 is entered as -16

The listing continues:
SMILES	PriA SSB inh
Cn1c(SCC(=O)Nc2ccc3c(c2)OCO3)nnc1-c1ccc(=O)n(C)c1	-9&-5
Cc1ccc(OCCCC(=O)Nc2ccccc2C(N)=O)c(C)c1	6
CC1=C(C(N)=O)C(c2ccccc2Cl)N2C(=O)CSC2=N1 (stereo unspecified)	-5
CCCOc1ccc(-c2c(C(=O)NN=C(C)c3ccncc3)nnn2-c2nonc2N)cc1	1
CN(CC(=O)c1ccc(O)c(O)c1)C(=O)CCN1C(=O)/C(=C/c2ccccc2Cl)SC1=S	18
Cc1cc(C)n(-c2ncc(NC(=O)Nc3ccc4c(c3)OCO4)cn2)n1	-24
O=C(Cn1cccn1)N1CCN(c2ccc(C(F)(F)F)cn2)CC1	-9
CC(C)c1cc(C(=O)NCc2ccc3c(c2)OCO3)nn1-c1nc2ccccc2s1	3
CCS(=O)(=O)c1ccc(CC(=O)N2CCN(c3nc4c(OC)ccc(C)c4s3)CC2)cc1	-4
Cc1cc(C)c(S(=O)(=O)N2CCN(Cc3ccccc3)CC2)c(C)c1N(C)S(C)(=O)=O	-5
O=C(COc1ccc(F)cc1)NCC(=O)N1CCOC(c2ccccc2)C1 (stereo unspecified)	0
O=S(=O)(c1ccc(Cl)c(Cl)c1)N1CCN(c2ccc3nncn3n2)CC1	1
CCC(=NNc1ccc(Cl)cc1)c1cnnc(SC)n1	-11
Fc1ccc(-c2csc(N/N=C\c3ccccc3)n2)cc1	3
O=C(c1ccc(Cl)cc1)c1ccc(OCC(O)CN2CCN(c3ccccc3F)CC2)cc1 (stereo unspecified)	-7
CCCC(=NNC(=O)c1ccc(CSc2nncn2C)cc1)c1ccccc1	2
CC1(C)COc2ccc(NC(=O)c3ccccc3Br)cc2NC1=O	23
NS(=O)(=O)c1ccc(CCNC(=O)CCn2cnc3c([nH]c4ccc(F)cc43)c2=O)cc1	-9
COc1ccc(NS(=O)(=O)c2ccc(N3C(=O)CCC3=O)cc2)c(OC)c1	-6
Cc1ccc(S(=O)(=O)c2ccc(C(=O)Nc3cccc(Cl)c3)cn2)cc1C	-5
CC(=O)Nc1ccc(C(=O)NC2CC3CCC(C2)N3S(C)(=O)=O)cc1 (stereo unspecified)	-10
Cc1noc(C2CN(C(=O)c3cc4ccccc4o3)C2)n1	-3
Cc1ccc(S(=O)(=O)NN=Cc2ccc(OC3CSC3)cc2)cc1	-4
CCCOc1ccc(NC(=O)C2CC(=O)NC(=NN=C(C)CCc3ccc4c(c3)OCO4)S2)cc1 (stereo unspecified)	-1
Cc1cc(=O)n(CCNC(=O)c2nc3nc(C)cc(C)n3n2)cn1	-7
O=[N+]([O-])c1ccc(NN=C2CCCCC2c2ccccn2)c([N+](=O)[O-])c1 (stereo unspecified)	9
O=C(Nc1nc2ccc3ccccc3c2s1)C1CCN(S(=O)(=O)c2cccs2)CC1	4
Cc1cnc2c(c1NCCc1c[nH]c3ccccc13)c(=O)n(C)c(=O)n2C	-15

Bioassay records deposited in PubChem BioAssay by Small Molecule Screening Facility, UW Madison.

Some of the compounds tested (hit frequency here may not be typical).
